SR-BI uptake up – activators of SR-BI mediated DiI-HDL uptake, primary screen, ldlA[mSR-BI] CHO cells, DiI fluorescence; 3 h; 100 = double the neutral-control signal; activation, % at 12.5 µM; hit rate 0.096% among 320,000;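 active means mean replicate activation of at least 60% and every replicate at or above 60%; inconclusive means mean or all-replicate condition met, but not both; inactive means mean below 60% and not all replicates reaching 60%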;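 further: 0% = median plate neutral-control signal and 100% = twice that signal; values of inactives mirror those of a sister screen read the other way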
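System: LDL receptor-deficient CHO ldlA cells overexpressing murine SR-BI | Timing: 3 h uptake period with compound, 37 °C | Medium: HEPES-buffered (25 mM, pH 7.4) F12 plus 0.5% BSA | Dosing: Single-point compound dose | Signal: Bottom-read fluorescence, 550/595 nm | Read-out: Retained DiI signal reflecting DiI-HDL uptake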
PfHsp90 yeast 2 – growth inhibition of PfHsp90-expressing yeast, primary screen, antimalarial PfHsp90 inhibitor project, S. cerevisiae, BacTiter-Glo luminescence, single point, set 2. BacTiter-Glo ATP, 48 h; yeast lacking PDR1 and PDR3 efflux regulators. hit rate 0.32% among 310,000. inhibition, % at 9.4 µM;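 active means every replicate shows inhibition above about 80%, whatever the replicate mean, limit read from the data; inconclusive means mean inhibition reaches the set limit but some replicate falls short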;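 further: 0% = DMSO neutral controls and 100% = 20 µM radicicol positive controls; yeast relying on Plasmodium falciparum Hsp90 in place of its own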
dFosB act – activators of delta FosB homodimer, primary screen, biochemical, fluorescence polarization, TAMRA-CDK5 oligo, single point | Protein FosB (Mus musculus), P13346 | purified delta FosB; percent of positive-control signal above neutral wells | activation, % at 25 µM | hit rate 0.99% among 340,000 | AID 493131, 2011;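 active means mean activation above about 17%, with every replicate also reaching it, limit read from the data, passing the limit was not always enough; inconclusive means only one of the two conditions met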;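 further: fluorescence polarization rise as delta FosB binds a TAMRA Cdk5 AP-1 oligo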
PvdQ acylase – P. aeruginosa PvdQ acylase inhibitors, primary screen, biochemical, fluorescence, plate reader and imaging, single point; PvdQ acylase [Pseudomonas aeruginosa LESB58]; purified PvdQ acylase; inhibition, % at 10 µM; hit rate 0.063% among 340,000; AID 488965, 2010; in the data active means inhibition above about 30%, passing the limit was not always enough; inconclusive means no clear call, values can overlap the other calls;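 further: 0% = vehicle neutral wells and 100% = reference inhibitor wells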
MITF act – activators of MITF-driven TRPM1 promoter reporter, primary screen, cell-based, SK-MEL-5, luciferase, single point | AID 588334, 2011 | hit rate 0.75% among 300,000 | SK-MEL-5 TRPM1-promoter luciferase, 24 h; % of positive control, neutral wells = 0 | activation, % at 12.5 µM;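 active means mean activation of at least 80% with every replicate also reaching 80%; inconclusive means mean reaches 80% but some replicate falls short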;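 further: 0% = neutral control wells and 100% = parthenolide positive control wells; values of inactives mirror those of a sister screen read the other way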
SR-BI HDL uptake – inhibitors of SR-BI mediated HDL lipid uptake, primary screen, ldlA[mSR-BI] cells, fluorescence, single point; ldlA[mSR-BI] CHO cells, DiI-HDL uptake fluorescence, 3 h; Scavenger receptor class B member 1 (Mus musculus), Q61009; hit rate 0.96% among 320,000; inhibition, % at 12.5 µM;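 active means mean replicate inhibition of at least 70% and a set share of replicates each scoring 70 or more; inconclusive means meets just one of the two criteria; inactive means fails both criteria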;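 further: 0% = median of neutral control wells and 100% = median of positive control wells; values of inactives mirror those of a sister screen read the other way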
Rtt109 HAT inh – inhibitors of C. albicans Rtt109/Vps75 HAT, primary screen, biochemical, ThioGlo CoA-SH fluorescence, plate reader; Histone acetyltransferase RTT109 (Candida albicans (strain SC5314 / ATCC MYA-2876)), …; purified Rtt109/Vps75, 4 h; inhibition, % at 34.9 µM; hit rate 0.16% among 330,000; AID 540336, 2011;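 active means inhibition of at least 50% in every replicate; inconclusive means best replicate reaches 50% inhibition but some replicates fall short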
NSD2 HMT inh – NSD2 histone methyltransferase inhibitors, primary screen, biochemical, AlphaScreen, single concentration, set 2. Histone-lysine N-methyltransferase NSD2 (Homo sapiens), O96028. NSD2 peptide methylation, 120 min. inhibition, % at 12.5 µM. hit rate 0.54% among 310,000. AID 743445, 2014; in the data active means inhibition above about 50%
Target sequence (O96028 whole entry, looked up): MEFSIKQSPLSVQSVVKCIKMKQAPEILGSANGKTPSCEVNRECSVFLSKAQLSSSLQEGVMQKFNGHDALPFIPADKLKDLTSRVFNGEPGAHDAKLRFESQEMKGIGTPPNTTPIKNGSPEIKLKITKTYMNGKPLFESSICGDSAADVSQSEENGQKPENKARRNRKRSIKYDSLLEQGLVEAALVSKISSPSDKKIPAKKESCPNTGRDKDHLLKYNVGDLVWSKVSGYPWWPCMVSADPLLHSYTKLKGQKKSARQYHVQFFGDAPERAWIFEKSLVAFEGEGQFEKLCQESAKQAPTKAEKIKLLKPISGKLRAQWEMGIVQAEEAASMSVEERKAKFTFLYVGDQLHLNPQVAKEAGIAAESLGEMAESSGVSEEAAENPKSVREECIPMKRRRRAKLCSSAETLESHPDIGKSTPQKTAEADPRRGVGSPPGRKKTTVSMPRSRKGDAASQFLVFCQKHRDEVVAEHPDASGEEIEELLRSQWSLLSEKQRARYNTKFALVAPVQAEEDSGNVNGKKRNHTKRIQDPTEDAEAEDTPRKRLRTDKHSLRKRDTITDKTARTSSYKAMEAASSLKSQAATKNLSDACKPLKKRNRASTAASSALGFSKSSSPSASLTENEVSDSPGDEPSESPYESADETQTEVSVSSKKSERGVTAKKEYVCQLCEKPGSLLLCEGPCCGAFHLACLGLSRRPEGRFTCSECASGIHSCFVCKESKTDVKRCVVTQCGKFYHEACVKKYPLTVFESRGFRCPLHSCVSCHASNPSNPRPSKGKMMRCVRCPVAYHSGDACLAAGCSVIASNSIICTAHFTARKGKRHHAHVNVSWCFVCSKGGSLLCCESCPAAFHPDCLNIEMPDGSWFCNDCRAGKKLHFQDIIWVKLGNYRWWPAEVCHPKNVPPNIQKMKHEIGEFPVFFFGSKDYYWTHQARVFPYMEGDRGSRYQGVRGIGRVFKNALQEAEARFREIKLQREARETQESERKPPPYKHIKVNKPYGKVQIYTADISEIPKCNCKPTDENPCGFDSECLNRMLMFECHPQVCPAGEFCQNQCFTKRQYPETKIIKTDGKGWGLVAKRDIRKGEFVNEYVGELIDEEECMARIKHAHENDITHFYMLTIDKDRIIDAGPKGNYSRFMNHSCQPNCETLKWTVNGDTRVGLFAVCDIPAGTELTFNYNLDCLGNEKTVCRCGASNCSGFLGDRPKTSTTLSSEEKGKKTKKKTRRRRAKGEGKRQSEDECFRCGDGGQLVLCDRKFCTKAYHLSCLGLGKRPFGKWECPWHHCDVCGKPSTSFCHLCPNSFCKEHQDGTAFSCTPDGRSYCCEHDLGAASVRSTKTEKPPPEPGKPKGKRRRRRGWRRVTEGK
CAL PDZ FP-1 – CAL PDZ peptide-binding inhibitors, primary screen, biochemical, fluorescence polarization, Cer-tagged CAL PDZ, HTS | Golgi-associated PDZ and coiled-coil motif-containing protein (Homo sapiens), Q9HD26 | hit rate 0.02% among 330,000 | inhibition, % at 20 µM | purified CAL PDZ, TMR-peptide fluorescence polarization, 1 h | AID 504414, 2011;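 active means highest replicate inhibition of at least 40%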;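 further: plate controls were DMSO neutral control wells for no effect and unlabeled competitor peptide control wells for full effect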
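Assay system – tagged CAL PDZ protein CerCALP, purified · Timing – 1 h at RT · Compound – single point, 20 µM · Measured by – fluorescence polarization from S- and P-plane intensities, G-factor corrected · Evaluation – inhibition from polarization loss · Probe or stimulus – TMR reporter peptide T*-PRC34 · Buffer or medium – pH 7.4 phosphate-saline buffer, reducing agent, detergent, IgG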
CAL PDZ FP-2 – untagged CAL PDZ binding inhibitors, primary screen, biochemical, fluorescence polarization, HTS. purified CAL PDZ, TMR-peptide fluorescence polarization, 1 h. inhibition, % at 24.9 µM. hit rate 0.92% among 300,000. AID 602252, 2012;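 active means mean inhibition of at least 30% with at least half of replicates also reaching 30%; inconclusive means no clear call, values can overlap the other calls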;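 further: 0% = DMSO neutral control and 100% = excess unlabeled competitor peptide PRC23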
Active calls of the source: *; ? = inconclusive; · = not tested or not shown.

The first 2 records, to show the layout:
SMILES	SR-BI uptake up	PfHsp90 yeast 2	dFosB act	PvdQ acylase	MITF act	SR-BI HDL uptake	Rtt109 HAT inh	NSD2 HMT inh	CAL PDZ FP-1	CAL PDZ FP-2
CCCCOc1ccc(/C=C/C(=O)NC2=Nc3ccccc3NC(C)=C2C(=O)OCC)cc1OC	-35	-15	-5	-9	3	35	-2	-3	-1.7	-3
COc1cc([N+](=O)[O-])cc2cc(C(=O)N3CCCC3)c(=O)oc12	5	-4	-6	-16	-9	-5	-4	0	-0.2	-4

The list itself, repeating the preview:
SMILES	SR-BI uptake up	PfHsp90 yeast 2	dFosB act	PvdQ acylase	MITF act	SR-BI HDL uptake	Rtt109 HAT inh	NSD2 HMT inh	CAL PDZ FP-1	CAL PDZ FP-2
CCCCOc1ccc(/C=C/C(=O)NC2=Nc3ccccc3NC(C)=C2C(=O)OCC)cc1OC	-35	-15	-5	-9	3	35	-2	-3	-1.7	-3
COc1cc([N+](=O)[O-])cc2cc(C(=O)N3CCCC3)c(=O)oc12	5	-4	-6	-16	-9	-5	-4	0	-0.2	-4
Cc1cc(C(=S)N2CCOCC2)c(C)n1-c1ccc(Cl)cc1	19	-8	-2	-1	-6	-19	2	19	0.4	0
COc1cc(CNc2nnnn2C)ccc1OCc1ccc(F)cc1Cl	-35	2	-6	-12	-10	52	4	1	-2.5	-9
O=C(COc1ccc(C(=S)N2CCC(Cc3ccccc3)CC2)cc1)N1CCOCC1	-23	12	-5	-9	-8	23	11	3	-3.0	1
CCCOc1ccccc1C1NC(=O)NC(C)=C1C(=O)OCCOCC (stereo unspecified)	-23	2	-2	-13	-9	23	1	-1	0.4	-1
CCOc1cccc(/C=N/N2CCN(c3ccc(Cl)cc3)CC2)c1O	·	-21	-10	-12	11	·	3	0	-0.6	-1
COc1ccc2cc(C(=O)C3CCCN(Cc4ccccn4)C3)ccc2c1 (stereo unspecified)	-4	·	-15	-4	12	4	-2	5	-1.1	-4
CSc1nsc(SCC(=O)N2CCCCC2)n1	-7	30	-5	-12	52	7	-10	-4	-0.6	·
NC(=O)CN1C(=O)NC2(CCCc3sccc32)C1=O (stereo unspecified)	·	2	-6	10	-3	·	-6	-7	-2.5	-6
CC(=O)N/C(=N/c1nc(C)cc(C)n1)Nc1ccc(C)cc1C	5	9	-1	?	-9	-5	-3	0	-0.8	-1
CC(=O)N1CCN(C(=O)c2ccc(-n3c(C)ccc3C)cc2)CC1	?	-12	-9	1	-9	-61	24	-1	-2.1	-5
O=C(O)CC(NC(=O)C(c1ccccc1)c1ccccc1)c1ccco1 (stereo unspecified)	10	-5	0	-2	16	-10	25	-1	-1.5	-3
CCOC(=O)c1c(N)sc2c(OCC)c(Br)ccc12	-23	25	-7	-6	5	23	-3	-1	-2.7	-5
CN1c2ccccc2C(=O)NC1c1ccc([N+](=O)[O-])s1 (stereo unspecified)	12	6	0	-9	·	-12	-13	1	-0.7	-6
CCCn1c(C(O)c2ccc(OC)c(OC)c2)nc2ccccc21 (stereo unspecified)	-3	4	-4	-3	·	3	0	-5	0.2	-3
Cc1cc(NS(=O)(=O)c2ccc(NC(=O)/C=C/c3ccc(Br)cc3)cc2)no1	-5	6	-10	0	-2	5	1	-10	-3.7	-7
O=C1CCCN1c1ccc(CNS(=O)(=O)c2ccc(F)cc2)cc1	14	19	-4	-23	7	-14	1	0	-0.4	-26
CCN(C(=O)/C=C/c1ccccc1)C1CCCCC1	-7	-2	-3	-5	8	7	-1	6	1.0	5
CCN1C(=O)[C@H]2[C@@H](c3ccc(-c4ccc(Cl)c(Cl)c4)c(OC)c3)N3CCCC[C@@]3(C(=O)OC)[C@H]2C1=O	0	-10	-11	-12	-11	0	1	·	-0.6	-3
N/C(=N\OC(=O)Cc1ccc(Cl)cc1)c1ccncc1	14	-6	-7	-10	13	-14	-5	1	-2.5	2
Cc1ccc2nsnc2c1S(=O)(=O)N1CCOCC1	28	3	0	6	2	-28	1	-4	-0.6	-4
COc1cccc(CNc2cccc3cccnc23)c1O	5	-13	-10	1	-6	-5	-12	50*	-1.7	·
COc1ccccc1-n1c(CNC(=O)c2cccc([N+](=O)[O-])c2C)n[nH]c1=S	4	14	-1	-4	-3	-4	1	-2	0.2	-1
Cc1ccc(C(=O)OCC(=O)Nc2ccc(N3CCOCC3)cc2)cc1	2	-5	5	-6	0	-2	4	-1	-0.5	-5

(further entries)
SMILES	SR-BI uptake up	PfHsp90 yeast 2	dFosB act	PvdQ acylase	MITF act	SR-BI HDL uptake	Rtt109 HAT inh	NSD2 HMT inh	CAL PDZ FP-1	CAL PDZ FP-2
COc1ccc(C)cc1NC(=O)C1CCN(C(=O)Cc2ccccc2)CC1	-76	20	-7	13	4	76*	3	2	-0.5	-7
COc1cc(N2CCCC2)c(OC)cc1/C=C1/NC(=S)NC1=O	-26	23	13	-3	-1	26	-7	4	4.0	-1
COc1ccc(C)cc1S(=O)(=O)n1ccnc1C	18	4	4	-6	-9	-18	2	0	0.4	1
Cn1c(NCc2c(O)ccc3ccccc23)nc2ccccc21	-33	·	3	3	·	33	21	1	0.1	0
CCNC(=S)Nc1ccc2ncoc2c1	-1	·	-13	-3	-4	1	-12	-1	-1.3	-2
COc1ccccc1CNC(=O)C(=O)c1cn(CC(=O)N2CCOCC2)c2ccccc12	-43	8	-5	-20	22	43	5	3	-0.9	-4
CCC(C)NCCCOc1cc(Cl)ccc1Cl (stereo unspecified)	-1	28	-5	-8	3	1	-6	52*	-0.3	1
CC(=O)c1cccc(NC(=O)c2c(-c3c(F)cccc3Cl)noc2C)c1	3	0	-6	9	-9	-3	2	5	-1.5	3
O=C(Cc1c(F)cccc1Cl)c1ccc(O)cc1O	27	-20	1	-9	-6	-27	-14	·	-0.8	-2
COc1ccc(Cc2nnc(NC(=O)c3cccc(F)c3)s2)cc1OC	12	-13	19*	-1	4	-12	-2	3	-0.8	14
Cc1cc(Cl)c(OCCCN(C)C)c(Br)c1	20	5	2	-10	1	-20	-2	·	-0.8	-12
O=S(=O)(NCc1ccccn1)c1cc(OCC(F)(F)F)ccc1OCC(F)(F)F	-4	7	-7	-14	0	4	-10	-3	-1.2	-11
CSc1cccc(CNC(=O)C2CCC(=O)N(CC3CCCCC3)C2)c1 (stereo unspecified)	-23	-9	-4	5	3	23	6	5	-3.4	-4
O=C(N/N=C/C=C\c1ccco1)c1cccs1	-20	7	-12	-7	71	20	1	4	-1.4	-8
Cc1ccc(F)cc1NC(=O)CSc1n[nH]c(N)n1	23	1	-1	-23	1	-23	9	1	-1.5	0
COc1ccccc1CNS(=O)(=O)c1ccc(-n2cnnn2)c(C)c1	-11	-30	-8	-14	-5	11	-5	0	-1.9	-4
CC(C)(C)NC(=O)C1N(c2cccnc2)C(=O)C2C(C(=O)Nc3ccccc3F)C3(C)C=CC21O3 (stereo unspecified)	9	·	-3	-1	·	-9	0	0	·	-3
CCOC(=O)c1c(NC(=O)c2ccn(CC)n2)sc2c1CCC2	5	-39	-17	-6	2	-5	2	-11	-1.8	-3
O=C(NCc1ccccc1)c1ccc(Br)cc1	9	16	-6	12	11	-9	20	4	-0.8	-2
O=[N+]([O-])c1ccc(NCCN2CCOCC2)c([N+](=O)[O-])c1	9	16	4	-1	·	-9	2	0	-1.0	-2
O=C(COc1ccc([N+](=O)[O-])cc1Cl)NCCN1C(=O)CSC1=O	-24	7	-5	5	-7	24	11	1	0.0	-5
O=C1c2ccccc2C(=O)c2c1cccc2N1CCN(C/C=C/c2ccccc2)CC1	·	7	2	2	10	·	0	·	-2.4	-1
O=C1C2CC=CCC2C(=O)N1c1ccc(NCCc2cccc(F)c2)c([N+](=O)[O-])c1 (stereo unspecified)	-14	-6	-1	-3	0	14	-8	-1	-0.1	-4
COc1ccc(NC(=O)CSc2nc3nc(C)cc(C)c3c(=O)[nH]2)cc1	-4	-1	-9	-9	-5	4	-4	0	-3.0	1
CC1(C)CC2CC(C)(CN2S(=O)(=O)c2cccc(C(=O)O)c2)C1 (stereo unspecified)	14	4	-3	1	-4	-14	4	-6	-1.0	1

The list continues:
SMILES	SR-BI uptake up	PfHsp90 yeast 2	dFosB act	PvdQ acylase	MITF act	SR-BI HDL uptake	Rtt109 HAT inh	NSD2 HMT inh	CAL PDZ FP-1	CAL PDZ FP-2
CC(C)Sc1nc2c(cnn2-c2ccc(Cl)cc2)c(=O)[nH]1	16	-8	-1	11	-13	-16	1	-3	-1.5	-4
O=C1C(c2ccc(F)cc2)N(Cc2ccc3c(c2)OCO3)C(=O)CN1C1CCCCCC1 (stereo unspecified)	17	·	-9	6	4	-17	4	0	-1.8	·
O=C(NC1CCSc2ccccc21)c1cccc(Cl)c1 (stereo unspecified)	-30	-16	-3	14	11	30	-4	23	-2.1	-4
c1csc(CNc2ncnc3ccc(-c4ccc5c(c4)OCO5)cc23)c1	-1	5	-12	0	-6	1	-12	-4	-3.5	-3
OCCNc1nc2ccccc2nc1NCCO	3	-4	-7	-1	·	-3	7	1	-0.8	-1
Nn1c(SCC(=O)NCCCc2ccccc2)nnc1-c1cccnc1	·	-3	-7	-9	8	·	-6	4	-1.8	-1
CC(C)/C(=N\NS(=O)(=O)c1ccc(Br)cc1)c1cccs1	-9	9	4	-4	-4	9	-6	0	-4.5	4
Clc1ccc(-n2nnnc2-c2ccccc2)cc1Cl	-1	-36	-8	5	-3	1	49	4	-2.2	-1
CN1CCN(c2nc3c(c(=O)n(C)c(=O)n3C)n2Cc2ccccc2)CC1	-9	-20	-9	15	0	9	14	2	-0.9	·
COc1ccc(/C=N/NC(=O)Nc2ccc3nsnc3c2)c(OC)c1	-26	7	-6	1	5	26	·	0	-2.5	-4
CCc1ccc(NC(=O)CSc2nc(=O)n(CCCN3CCOCC3)c3c2CCCC3)cc1	3	2	-6	-6	-4	-3	2	-1	-1.2	-1

From PubChem BioAssay
